Xi reactivation: reactivates the inactive X chromosome in mouse fibroblasts; activation, % at 7.58 µM; hit rate 0.055% among 360,000; XiGFP mouse fibroblasts, % GFP-positive cells imaging, 3 d; cells co-treated with 5-aza-dC sensitizer; scaled so ellipticine positive control = 100%; AID 743238;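 active means mean normalized replicate activation at least 10% and every replicate at or above 10%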;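 further: 0% = median of on-plate neutral control wells and 100% = ellipticine 6 µM median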
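material = 68-5-11 XiGFP fibroblast line | medium = DMEM plus 5-aza-dC sensitizer | schedule = 3 days compound exposure | benchmarks = positive control ellipticine, 6 µM final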
INS-1E GSIS act: GLuc luminescence reporter in INS-1E cells, primary screen for activators of glucose-dependent secretion of insulin | INS-1E GLuc reporter insulin secretion, 2-3 h | activation, % at 16.6 µM | hit rate 0.61% among 370,000 | AID 743287;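 active means lowest replicate activation of at least 40%, so every replicate reaches that level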;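 further: 0% = median of neutral control wells and 100% = median of IBMX positive control wells; some compounds called inactive have numbers as strong as hits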
CFTR F508del cor: correctors of CFTR F508del function in bronchial epithelial cells; CFBE cells, YFP halide quenching; stimulated with forskolin plus potentiator P3; % fluorescence drop versus neutral controls; hit rate 0.36% among 350,000; AID 720511; activity (quench increase), % at 7.58 µM;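 active means mean added fluorescence quench of at least 8% versus neutral control, with both replicates also reaching 8%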;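 further: cells transiently co-express mutant CFTR-F508del with the halide-sensitive YFP; corrector assay measuring rescue of mutant channel to the surface after 24 h compound exposure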
RAD52 inh: inhibitors of human RAD52 DNA annealing; P43351; recombinant RAD52 DNA annealing, FRET fluorescence; inhibition, % at 18.7 µM; hit rate 0.46% among 360,000;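 active means every replicate showing at least 50% inhibition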
Target sequence (P43351 whole entry, looked up): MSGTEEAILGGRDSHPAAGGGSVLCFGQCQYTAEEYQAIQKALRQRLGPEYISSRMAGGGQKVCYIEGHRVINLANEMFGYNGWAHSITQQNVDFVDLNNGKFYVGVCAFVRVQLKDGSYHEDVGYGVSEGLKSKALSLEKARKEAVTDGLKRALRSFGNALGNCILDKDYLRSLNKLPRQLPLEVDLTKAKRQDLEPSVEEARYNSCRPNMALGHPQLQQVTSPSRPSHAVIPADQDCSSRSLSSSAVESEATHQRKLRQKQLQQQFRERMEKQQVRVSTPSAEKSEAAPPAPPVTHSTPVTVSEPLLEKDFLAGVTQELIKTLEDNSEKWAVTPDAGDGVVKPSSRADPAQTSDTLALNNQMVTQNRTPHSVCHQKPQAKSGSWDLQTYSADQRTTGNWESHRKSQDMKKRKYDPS
RAD54 branch: RAD54 (human) branch migration inhibition | Q92698 | RAD54 Holliday junction branch migration, FAM/BHQ fluorescence | inhibition, % at 10.4 µM | hit rate 0.14% among 360,000;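 active means mean normalized replicate activity at least 40 and at least half of replicates scoring 40 or more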;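 further: 0% = median of neutral control wells and 100% = median of positive control wells; inhibitors cause a drop in the FAM fluorescence signal; in these data hits start at about 50%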
E-selectin induc: induces E-selectin expression in human endothelial cells; activation, % at 7.58 µM; AID 686992; HUVEC E-selectin immunofluorescence imaging; normalized: neutral wells 0, TNF-alpha wells 100; P16581; hit rate 0.37% among 260,000;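 active means mean E-selectin-positive cell signal at least 10% of the positive control, reached in at least 60% of replicates, without over 20% cell loss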;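 further: in these data hits start at about 27%; measured in HUVEC primary endothelial cells; signal is the percent of cells scored E-selectin positive by PE staining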
Target sequence (P16581 whole entry, looked up): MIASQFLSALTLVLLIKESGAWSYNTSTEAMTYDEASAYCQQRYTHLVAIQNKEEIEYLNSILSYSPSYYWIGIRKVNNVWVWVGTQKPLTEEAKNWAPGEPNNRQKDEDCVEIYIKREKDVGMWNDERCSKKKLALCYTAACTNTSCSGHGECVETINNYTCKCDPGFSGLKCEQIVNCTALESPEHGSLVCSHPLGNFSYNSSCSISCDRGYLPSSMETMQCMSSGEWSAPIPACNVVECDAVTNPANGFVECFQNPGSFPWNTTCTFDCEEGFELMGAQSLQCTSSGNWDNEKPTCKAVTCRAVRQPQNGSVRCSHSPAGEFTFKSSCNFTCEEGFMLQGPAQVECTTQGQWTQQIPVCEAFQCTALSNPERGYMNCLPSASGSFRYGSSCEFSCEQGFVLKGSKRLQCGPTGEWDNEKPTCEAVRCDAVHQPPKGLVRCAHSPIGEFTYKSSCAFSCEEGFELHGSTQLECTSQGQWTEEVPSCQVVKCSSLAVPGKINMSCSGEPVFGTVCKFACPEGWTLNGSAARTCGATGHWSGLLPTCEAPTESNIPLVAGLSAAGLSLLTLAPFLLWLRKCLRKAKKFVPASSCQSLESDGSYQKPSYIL
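material = human umbilical vein endothelial cells (HUVEC), E-selectin induction | quantity = 3,000 cells/well | medium = EGM-2 growth medium on 0.1% gelatin-coated wells | technique = immunofluorescence imaging | read-out basis = % PE-positive cells | control set = TNF-alpha positive control, DMSO neutral control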
DENV2 CPE rescue: protects cells from dengue virus 2 cytopathic effect; DENV2-infected cells, cytopathic effect rescue, plate reader; CPE inhibition, % at 9.99 µM; hit rate 1.7% among 350,000; AID 651640; in the data active means CPE inhibition above about 20%, passing the limit was not always enough; tested in BHK-21 cells;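 further: 0% = median of neutral control wells and 100% = median of positive control wells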
CASP6 VEID inh: blocks human caspase-6 cleavage activity. purified caspase-6, Z-VEID-R110 cleavage fluorescence. inhibition, % at 12.5 µM. hit rate 0.53% among 350,000;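 active means mean inhibition across replicates at least about 35%, with every replicate also reaching that limit, limit read from the data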;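 further: 0% = median of neutral control wells and 100% = no fluorescence left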
An asterisk follows results filed as active.

Results for COc1ccc(-c2noc(-c3ccccc3C(=O)NCC3CCCO3)n2)cc1 (stereo not drawn) ?
Xi reactivation: 0.4; INS-1E GSIS act: 10; CFTR F508del cor: -0.7; RAD52 inh: -9; E-selectin induc: 4.4; DENV2 CPE rescue: 2; CASP6 VEID inh: 2

What do the screens show for `C[C@@H]1CCCCO[C@@H](CN(C)C(=O)Nc2ccc(F)cc2)[C@H](C)CN([C@@H](C)CO)C(=O)c2cc(NS(=O)(=O)c3cccs3)ccc2O1`?
Xi reactivation: 0.2; INS-1E GSIS act: -6; CFTR F508del cor: 1.9; RAD52 inh: -31; RAD54 branch: 0; E-selectin induc: 0.0; DENV2 CPE rescue: 7; CASP6 VEID inh: 7

What do the screens show for `C[C@H](CO)N1C[C@H](C)[C@H](CN(C)CC2CCCCC2)Oc2c(NC(=O)Nc3ccccc3)cccc2C1=O`?
Xi reactivation: 0.1; INS-1E GSIS act: -8; CFTR F508del cor: 1.1; RAD52 inh: 12; RAD54 branch: -4; E-selectin induc: -0.1; DENV2 CPE rescue: -1; CASP6 VEID inh: 1

Results for Cc1ccnn1CCC(=O)N1CCCC(Nc2ccc(F)c(F)c2)C1 (stereo not drawn) ?
Xi reactivation: 0.1; INS-1E GSIS act: 3; CFTR F508del cor: 0.0; RAD52 inh: -5; RAD54 branch: -9; DENV2 CPE rescue: -5; CASP6 VEID inh: 0

Results for CCOC(=O)NC(=O)COC(=O)CCCc1nc2ccccc2s1 ?
Xi reactivation: 0.2; INS-1E GSIS act: -7; CFTR F508del cor: 0.7; RAD52 inh: -9; E-selectin induc: 2.0; DENV2 CPE rescue: 0; CASP6 VEID inh: 0

Results for O=C(COC(=O)c1ccc(F)cc1F)Nc1ccc2[nH]c(=O)[nH]c2c1 ?
Xi reactivation: 0.2; INS-1E GSIS act: -4; CFTR F508del cor: 0.5; RAD52 inh: -8; RAD54 branch: 6; DENV2 CPE rescue: -4; CASP6 VEID inh: -2

What do the screens show for `O=S(=O)(c1ccc(=S)[nH]c1)N1CCCCCC1`?
Xi reactivation: -0.3; INS-1E GSIS act: 42*; CFTR F508del cor: 3.1; RAD52 inh: -14; RAD54 branch: -5; DENV2 CPE rescue: -2; CASP6 VEID inh: -1

Results for COc1cccc(/C=C2\SC(=S)N(CCC(=O)NNC(=O)c3ccccc3OC)C2=O)c1 ?
Xi reactivation: 0.0; INS-1E GSIS act: 8; CFTR F508del cor: -1.2; RAD52 inh: -18; E-selectin induc: 1.1; DENV2 CPE rescue: 0; CASP6 VEID inh: -6

Results for CSc1ccccc1C(=O)N1CCc2ccc(NC(=O)c3ccccn3)cc2C1 ?
Xi reactivation: 0.3; INS-1E GSIS act: 7; CFTR F508del cor: -1.8; RAD52 inh: -1; RAD54 branch: -1; DENV2 CPE rescue: -1; CASP6 VEID inh: 1

Results for CCc1cc2c3c(c(=O)oc2cc1OC(C)C(=O)O)CCCC3 (stereo not drawn) ?
Xi reactivation: -0.1; INS-1E GSIS act: 19; CFTR F508del cor: 3.2; RAD52 inh: -4; RAD54 branch: -3; DENV2 CPE rescue: -3; CASP6 VEID inh: 0

What do the screens show for `C[C@H]1CN([C@@H](C)CO)C(=O)c2cc(NC(=O)Nc3ccc(C(F)(F)F)cc3)ccc2O[C@H]1CN(C)Cc1ccc(Oc2ccccc2)cc1`?
Xi reactivation: -0.1; INS-1E GSIS act: -9; CFTR F508del cor: 0.0; RAD52 inh: -1; RAD54 branch: -3; E-selectin induc: -0.7; DENV2 CPE rescue: -9; CASP6 VEID inh: -1

How did CCC(=O)Nc1cc(C)c(OC)c(C)c1 do in these assays?
Xi reactivation: 0.0; INS-1E GSIS act: 12; RAD52 inh: 6; DENV2 CPE rescue: 12; CASP6 VEID inh: 3

What do the screens show for `COc1ccc2oc(C(=O)Nc3cccc(S(=O)(=O)N4CCOCC4)c3)c(C)c2c1`?
Xi reactivation: -0.1; INS-1E GSIS act: 22; CFTR F508del cor: 0.8; RAD52 inh: -5; RAD54 branch: 3; E-selectin induc: 0.5; DENV2 CPE rescue: 0; CASP6 VEID inh: 0

Results for O=C(C[C@H]1C[C@H]2c3cc(NC(=O)Nc4ccccc4F)ccc3O[C@H]2[C@H](CO)O1)NCc1ccc2c(c1)OCO2 ?
Xi reactivation: 0.1; INS-1E GSIS act: 14; CFTR F508del cor: -3.3; RAD52 inh: -5; RAD54 branch: -6; E-selectin induc: 4.4; DENV2 CPE rescue: 0; CASP6 VEID inh: 4

Results for Cc1cc(C)cc(Cn2ncc(Cl)c(Cl)c2=O)c1 ?
Xi reactivation: 1.2; INS-1E GSIS act: -15; CFTR F508del cor: -9.3; E-selectin induc: -0.2

Results for O=C(C[C@H]1C=C[C@@H](NC(=O)C2CC2)[C@H](CO)O1)Nc1ccccc1 ?
Xi reactivation: 0.0; INS-1E GSIS act: -12; CFTR F508del cor: 2.1; RAD52 inh: -5; RAD54 branch: 11; E-selectin induc: 0.3; DENV2 CPE rescue: -6; CASP6 VEID inh: -1

How did CN1C(=O)SC(Nc2ccccc2)C1=O (stereo not drawn) do in these assays?
INS-1E GSIS act: 13; RAD52 inh: -10; RAD54 branch: -7; CASP6 VEID inh: 3

What do the screens show for `CO[C@H]1CN(C)C(=O)c2cc(NC(=O)Nc3ccccc3F)ccc2OC[C@H](C)N(CC2CC2)C[C@H]1C`?
Xi reactivation: 0.0; INS-1E GSIS act: -2; CFTR F508del cor: 0.9; RAD52 inh: -1; RAD54 branch: 8; E-selectin induc: -0.1; DENV2 CPE rescue: -13; CASP6 VEID inh: -2

How did COc1ccc(NCc2nn(CC(=O)c3ccc(Br)cc3)c3[n+]2CCCCC3)cc1 do in these assays?
Xi reactivation: 0.0; INS-1E GSIS act: -8; CFTR F508del cor: -1.4; RAD52 inh: 5; E-selectin induc: -0.1; DENV2 CPE rescue: -4; CASP6 VEID inh: 14

How did COc1ccc(C(=O)NCc2cc(C)nc3ccccc23)cc1 do in these assays?
Xi reactivation: 0.9; INS-1E GSIS act: -2; CFTR F508del cor: 1.6; RAD52 inh: 4; E-selectin induc: 0.1; DENV2 CPE rescue: 5; CASP6 VEID inh: 0

How did O=C(c1cc2cc(Cl)ccc2oc1=O)N1CCN(c2ccccn2)CC1 do in these assays?
Xi reactivation: 0.1; INS-1E GSIS act: -1; CFTR F508del cor: 0.5; RAD52 inh: -4; RAD54 branch: -7; DENV2 CPE rescue: 6; CASP6 VEID inh: 0

What do the screens show for `O=C1Nc2ccccc2N=C(c2ccc3c(c2)OCO3)C1N(C(=O)c1ccc2ccccc2c1)C1CC1` (stereo not drawn)?
Xi reactivation: 0.9; INS-1E GSIS act: -8; CFTR F508del cor: -2.0; RAD52 inh: -40; RAD54 branch: 5; E-selectin induc: -0.4; DENV2 CPE rescue: -5; CASP6 VEID inh: -1

What do the screens show for `CCc1ccccc1NC(=O)CN1CCN(CC(=O)Nc2cc(C)ccc2OC)CC1`?
Xi reactivation: 0.0; INS-1E GSIS act: -4; CFTR F508del cor: 3.1; RAD52 inh: -16; RAD54 branch: 1; E-selectin induc: 0.0; DENV2 CPE rescue: 3; CASP6 VEID inh: -6

Results for CN(C)c1ccc(C2/C(=C(/O)c3ccc(Br)cc3)C(=O)C(=O)N2C)cc1 (stereo not drawn) ?
Xi reactivation: 0.2; INS-1E GSIS act: 9; CFTR F508del cor: 1.3; RAD52 inh: -4; RAD54 branch: -1; E-selectin induc: 0.0; DENV2 CPE rescue: -4; CASP6 VEID inh: 19

Results for COC(=O)[C@]12C[C@H](CC(=O)NCc3ccc(C)o3)C(=O)N(Cc3ccccc3)C1=C[C@H](C(C)C)O[C@@H]2C1CC1 ?
Xi reactivation: -0.2; CFTR F508del cor: 0.3; RAD52 inh: -15; E-selectin induc: 0.0; DENV2 CPE rescue: 7; CASP6 VEID inh: -2

How did C[C@H](CO)N1C[C@H](C)[C@H](CN(C)Cc2ccccc2)Oc2ccc(NC(=O)Cc3cn(C)c4ccccc34)cc2C1=O do in these assays?
Xi reactivation: 0.1; INS-1E GSIS act: 4; CFTR F508del cor: 1.5; RAD52 inh: -1; RAD54 branch: 3; E-selectin induc: -0.1; DENV2 CPE rescue: 11; CASP6 VEID inh: 2

How did CC(C)C[C@H]1CN=C(N(C)C)N1CCc1cccc(F)c1 do in these assays?
Xi reactivation: 0.0; INS-1E GSIS act: 4; CFTR F508del cor: 1.6; RAD52 inh: -19; RAD54 branch: 1; E-selectin induc: 0.0; DENV2 CPE rescue: 3; CASP6 VEID inh: 2

How did C[C@H]1CN([C@@H](C)CO)S(=O)(=O)c2ccc(C3=CCCC3)cc2O[C@@H]1CN(C)C(=O)c1ccncc1 do in these assays?
Xi reactivation: 0.3; INS-1E GSIS act: 1; CFTR F508del cor: 1.4; RAD52 inh: 10; RAD54 branch: -11; E-selectin induc: -0.8; DENV2 CPE rescue: 2; CASP6 VEID inh: -1

How did COc1ccc(C(=O)NNC(=O)c2cc(C)nc3ccccc23)cc1 do in these assays?
Xi reactivation: -0.1; INS-1E GSIS act: -3; CFTR F508del cor: -4.2; RAD52 inh: -6; RAD54 branch: -15; E-selectin induc: 0.0; DENV2 CPE rescue: 5; CASP6 VEID inh: 0

How did COc1ccc(S(=O)(=O)N(CC(=O)N/N=C/c2ccccc2C(=O)O)c2ccccc2OC)cc1 do in these assays?
Xi reactivation: 0.3; INS-1E GSIS act: -5; CFTR F508del cor: 0.7; RAD52 inh: -23; RAD54 branch: -9; E-selectin induc: 0.0; DENV2 CPE rescue: -4; CASP6 VEID inh: 2

What do the screens show for `COCC(=O)N1[C@H](CO)[C@@H](c2ccccc2)C12CN(C(=O)NC1CCCC1)C2`?
Xi reactivation: 0.0; INS-1E GSIS act: 0; CFTR F508del cor: -3.6; RAD52 inh: -10; E-selectin induc: 0.0; DENV2 CPE rescue: 7; CASP6 VEID inh: 1

Results for O=S(=O)(NC1=NCCCCC1)c1cc(F)ccc1F ?
Xi reactivation: -0.1; CFTR F508del cor: -0.2; RAD52 inh: -3; RAD54 branch: -4; E-selectin induc: -0.2; DENV2 CPE rescue: -4; CASP6 VEID inh: 0

Results for O=C(C1CC1)N1CC(=O)N2[C@H](C1)[C@@H](c1ccc(C#CC3CCCC3)cc1)[C@@H]2CO ?
Xi reactivation: -0.1; INS-1E GSIS act: -1; CFTR F508del cor: -3.3; RAD52 inh: 7; E-selectin induc: 0.0; DENV2 CPE rescue: -17; CASP6 VEID inh: 2

How did C[C@@H]1CN([C@@H](C)CO)C(=O)c2cc(NC(=O)Nc3ccccc3)ccc2O[C@@H]1CN(C)S(=O)(=O)c1cn(C)cn1 do in these assays?
Xi reactivation: -0.1; INS-1E GSIS act: 10; CFTR F508del cor: 2.0; RAD52 inh: 2; RAD54 branch: -2; E-selectin induc: 0.1; DENV2 CPE rescue: 3; CASP6 VEID inh: 1

Results for Cc1ccc(-c2nc(N)sc2CC(=O)OCC(=O)N2C(C)CCCC2C)cc1 (stereo not drawn) ?
Xi reactivation: 0.1; INS-1E GSIS act: -7; CFTR F508del cor: -1.9; RAD52 inh: -49; RAD54 branch: -9; E-selectin induc: -0.6; DENV2 CPE rescue: 3; CASP6 VEID inh: -3

Results for Cc1ccc2nc(N3CCN(C)CC3)c(C=O)c(=O)n2c1 ?
Xi reactivation: 0.0; INS-1E GSIS act: 13; CFTR F508del cor: -1.3; RAD52 inh: -7; RAD54 branch: 9; DENV2 CPE rescue: 2; CASP6 VEID inh: -1

The order is random, and some 3.7% of all compounds hit somewhere here.
